Screens: PubChem BioAssay, several laboratories
OX1R antag-1: antagonists of human orexin 1 receptor (OX1R); OX1R-expressing cells, FRET antagonist read-out; O43613; inhibition, % at 6.6 µM; AID 485270; 330,000 compounds, 1.8% hits; in the data active = inhibition mostly above about 38%, no sharp cut-off; inactive = mostly below about 40%;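 also: 0% = agonist challenge alone and 100% = reference antagonist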
Target sequence (O43613 whole entry, looked up): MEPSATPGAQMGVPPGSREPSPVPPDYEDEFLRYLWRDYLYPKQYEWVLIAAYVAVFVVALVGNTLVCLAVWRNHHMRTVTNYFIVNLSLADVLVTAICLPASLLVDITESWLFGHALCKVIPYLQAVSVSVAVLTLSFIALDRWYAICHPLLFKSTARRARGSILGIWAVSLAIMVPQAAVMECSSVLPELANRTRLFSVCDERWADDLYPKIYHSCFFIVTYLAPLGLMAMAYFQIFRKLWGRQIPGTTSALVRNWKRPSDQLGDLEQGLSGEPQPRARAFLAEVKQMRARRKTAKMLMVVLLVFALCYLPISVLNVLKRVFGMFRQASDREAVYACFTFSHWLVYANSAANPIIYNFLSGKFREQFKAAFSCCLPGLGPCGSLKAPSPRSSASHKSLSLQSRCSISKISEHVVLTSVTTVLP
OX1R antag-2: blocks the human orexin 1 receptor; O43613; CHO/OX1R cells, Fluo-8 calcium fluorescence, orexin A; 330,000 compounds, 0.43% hits; inhibition, % at 5 µM; AID 434989;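 active = inhibition above its plate's threshold, mean inhibition of all tested compounds on the plate plus 3 SD, cut at about 37% in these data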;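 also: 0% = orexin A challenge wells and 100% = SB-334867-A antagonist wells; not every result past the cut was called active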
STK33 inh: blocks human STK33 kinase activity. Q9BYT3. purified STK33, MBP phosphorylation, ADP-Glo luminescence. inhibition, % at 10 µM. 320,000 compounds, 0.073% hits. AID 2661;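 active = inhibition at or above 25%, using the most active replicate where run in duplicate; inactive = inhibition below 25%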
Target sequence (Q9BYT3 whole entry, looked up): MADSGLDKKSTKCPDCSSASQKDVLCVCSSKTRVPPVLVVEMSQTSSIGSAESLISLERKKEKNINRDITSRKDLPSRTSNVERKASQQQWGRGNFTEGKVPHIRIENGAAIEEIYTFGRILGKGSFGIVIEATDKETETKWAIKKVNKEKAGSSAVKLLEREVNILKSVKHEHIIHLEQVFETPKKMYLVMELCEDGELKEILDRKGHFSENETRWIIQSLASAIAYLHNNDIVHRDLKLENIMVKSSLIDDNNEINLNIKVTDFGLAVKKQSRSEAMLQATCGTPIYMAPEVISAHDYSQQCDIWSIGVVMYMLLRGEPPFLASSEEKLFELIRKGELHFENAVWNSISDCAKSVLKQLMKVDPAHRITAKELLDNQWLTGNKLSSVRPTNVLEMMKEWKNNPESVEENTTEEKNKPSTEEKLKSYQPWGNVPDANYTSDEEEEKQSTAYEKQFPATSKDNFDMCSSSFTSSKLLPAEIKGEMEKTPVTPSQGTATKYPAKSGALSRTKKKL
* hit, by the source's call; · = not tested or not shown.

SMILES | OX1R antag-1 | OX1R antag-2 | STK33 inh
CCOC(=O)[C@H]1[C@H]2COc3ccc(Cl)cc3[C@@H]2N2C(=O)[C@@H](C)NC(=O)[C@@]12C | 8.7 | 11.4 | -0.2
C/C(CC(=O)N1CCN(C=O)CC1)=N\NC(=O)c1ccc([N+](=O)[O-])cc1 | 36.1 | -5.7 | -1.3
COc1ncccc1C(=O)N1CCCC(N2CCN(c3cccc(Cl)c3)CC2)C1 (stereo not drawn) | 11.4 | -31.5 | -2.6
COc1ccc(CCNC(=S)Nc2cccc(C)c2C)cc1 | 23.4 | -12.5 | -2.9
CC(C)CCN1CCN(Cc2cccc(C(F)(F)F)c2)CC1CCO (stereo not drawn) | 10.0 | -29.5 | 1.0
O=C(OCc1cc(=O)oc2cc(O)ccc12)c1cc(S(=O)(=O)N2CCOCC2)ccc1F | 24.5 | -8.4 | -2.4
Cc1ccc(CN(C(=O)C(F)(F)F)C(C(=O)NC2CCCCC2)c2ccco2)cc1 (stereo not drawn) | 22.1 | -38.5 | -2.0
CC(CC(=O)Nc1ccc(F)cc1F)S(=O)(=O)c1ccc2c(c1)NC(=O)CO2 (stereo not drawn) | -0.9 | -5.9 | -0.3
O=S(=O)(NCCCN1CCOCC1)c1ccc2c(c1)OCCO2 | 8.5 | -17.6 | -0.2
Cc1ccc(CC(=O)c2ccc(Cl)cc2)cc1 | 6.8 | -27.8 | -1.4
CCOc1c(Br)ccc2c1sc1nc[nH]c(=O)c12 | 9.2 | -17.2 | -1.0
Cc1ccc(C(=O)OCC(=O)N(C)c2c(N)n(Cc3ccccc3)c(=O)[nH]c2=O)s1 | 5.7 | -3.8 | -1.1
Cc1cc2cc(OCC(=O)O)ccc2n1C | 58.9* | -6.9 | 0.8
Nc1c(C(=O)NCCN2CCOCC2)c2nc3ccccc3nc2n1CCc1ccccc1F | 3.4 | 3.2 | -0.1
COc1ccc(NCC(=O)N2CCCC2)cc1Cl | 10.1 | -10.0 | -3.2
O=C(CNC(=O)c1ccccc1)NCCCSc1ccccc1 | 8.5 | -15.2 | -1.8
CCOC(=O)C1CCN(C(=O)c2ccc3c(c2)NC(=O)/C(=C\c2ccc(C)cc2)S3)CC1 | 7.4 | -33.5 | 1.3
Cc1ccc(N2CCN(C(=S)Nc3ccccc3)CC2)cc1 | 24.0 | -2.3 | 0.6
Cc1cc(CNC(=O)C2CCC(=O)N(Cc3cccc(C(F)(F)F)c3)C2)no1 (stereo not drawn) | 27.1 | -6.2 | 0.7
Cc1cccc(NC(=O)C(C)n2cc([N+](=O)[O-])cn2)n1 (stereo not drawn) | 22.2 | 14.5 | 0.1
CC(=O)c1cccc(OCC(O)CNCCOc2ccc(C)cc2)c1 (stereo not drawn) | 2.5 | -35.6 | -5.9
CCCCc1ccc(S(=O)(=O)NC2CCS(=O)(=O)C2)cc1 (stereo not drawn) | 9.5 | -13.9 | -1.4
O=C(CSc1nccn1-c1ccccc1)NCc1ccc2c(c1)OCO2 | 6.2 | 0.1 | 0.1
COC(/C(=N/O)c1ccc(Cl)cc1)c1ccccc1 (stereo not drawn) | 30.7 | 13.4 | -0.2
CCOC(=O)C1CCCN(C(=O)c2cccc(S(=O)(=O)N(C)c3ccc(C)cc3)c2)C1 (stereo not drawn) | 57.7* | 31.4 | -0.1
C(=N\Nc1nc(Nc2ccccc2)nc(N2CCOCC2)n1)/c1c[nH]c2ccccc12 | 11.9 | -36.2 | 0.1
CCN(CC)CCC(c1cc(OC)c(OC)c(OC)c1)c1c(OC)cc(OC)c2c(C)cc(=O)oc12 (stereo not drawn) | 13.4 | -40.8 | 0.1
C=CCn1c(C)cc(-c2csc(NC(=O)CCc3nc4ccccc4c(=O)[nH]3)n2)c1C | 8.7 | 4.6 | -1.3
O=C(CN1CCOCC1)NN1CC(=O)N(c2ccc(Cl)cc2)CC1=O | 14.7 | -22.6 | 1.4
COc1ccc(CCNC(=O)CSCc2ccc([N+](=O)[O-])cc2)cc1 | 39.8 | -5.1 | -1.1
CNC(=O)c1csc(-c2ccc(Cl)cc2)n1 | 7.4 | -18.0 | -0.5
Cc1ccc(/C=C2\SC(=S)N(CC3CCCO3)C2=O)o1 (stereo not drawn) | 22.7 | -21.1 | -1.3
CC1CCN(c2nc(CN3CCCCC3)nc3scc(-c4ccccc4)c23)CC1 | 11.3 | -26.3 | -1.5
CCC(=O)N1c2ccc(S(=O)(=O)N3CCN(c4ccccc4Cl)CC3)cc2CC1C (stereo not drawn) | 30.1 | -4.6 | 1.2
Cc1ccc(N(CC(=O)NCc2ccncc2)S(C)(=O)=O)cc1Cl | 5.1 | -16.4 | -1.4
CSc1ccc(C(=O)C2CCCN(C(=O)CCn3cncn3)C2)cc1 (stereo not drawn) | 13.8 | -21.2 | 0.3

Fetched by structure from above, two records:
SMILES | OX1R antag-1 | OX1R antag-2 | STK33 inh
CCC(=O)N1c2ccc(S(=O)(=O)N3CCN(c4ccccc4Cl)CC3)cc2CC1C (stereo not drawn) | 30.1 | -4.6 | 1.2
CSc1ccc(C(=O)C2CCCN(C(=O)CCn3cncn3)C2)cc1 (stereo not drawn) | 13.8 | -21.2 | 0.3

Going on with the list.
SMILES | OX1R antag-1 | OX1R antag-2 | STK33 inh
O=C(OCC(=O)N1CCCC1=O)c1cccc([N+](=O)[O-])c1 | 47.9* | -19.4 | -2.2
C=CCNCCCOc1ccc(C(C)(C)c2ccccc2)cc1 | 0.7 | -17.0 | 0.0
COc1ccc(COc2cccnc2N)cc1 | 1.9 | -5.8 | -2.3
COc1ccc(CCn2c(C)cc(C(=O)CSc3nnc(N)s3)c2C)cc1 | 9.9 | -14.6 | 2.7
COc1ccc(C2C(C(=O)N3CCN(c4ccccn4)CC3)CCC(=O)N2c2cc(OC)c(OC)c(OC)c2)cc1 (stereo not drawn) | 8.5 | -9.3 | -1.3
O=C(CN1CCN(Cc2ccc(Cl)cc2)CC1)N/N=C/c1cccs1 | 11.3 | -21.2 | -0.9
O=C(Nc1ccc2c(c1)OCO2)C(c1ccc(Cl)cc1)N1CCN(C(=O)c2ccco2)CC1 (stereo not drawn) | 17.5 | -17.1 | -0.7
Cc1ccc(Nc2cc(C)c3ccc(O)cc3n2)cc1C | 32.0 | -15.9 | 1.7
CC(C)(C)c1cc2cccnc2n1Cc1ccccc1 | 17.0 | -30.6 | -2.4
CN1/C(=C\C(=O)c2cccc([N+](=O)[O-])c2)Sc2ccccc21 | 2.8 | -7.6 | -3.2
CCOC(=O)c1c(C)[nH]c(C(=O)OCC(=O)N(CC(C)C)C2CCS(=O)(=O)C2)c1C (stereo not drawn) | 1.1 | -11.5 | -0.8
O=C(O)c1ccc(Nc2ccc3nonc3c2[N+](=O)[O-])cc1 | 57.0* | 9.4 | -2.8
CCOC(=O)c1cnc(-c2ccccc2)nc1Oc1ccc(Cl)c(Cl)c1 | 6.5 | -7.3 | 0.0
CCOC(=O)C1CCN(S(=O)(=O)c2cccc(-c3cn4cccc(C)c4n3)c2)CC1 | 28.3 | -12.9 | -1.6
CCN(CC)S(=O)(=O)c1ccc2oc(SCC(=O)NCc3ccccc3)nc2c1 | 25.5 | -9.4 | -1.2
CC(=O)Nc1ccc2nc(NC(=O)c3ccco3)sc2c1 | 0.2 | -15.8 | -2.0
CC(C)(C)NC(=O)COC(=O)C1c2ccccc2Oc2ccccc21 | 19.3 | -22.8 | -1.2
CCOC(=O)c1cnn(-c2c(Cc3ccccc3)c(C)nc3c(-c4ccccc4)c(C)nn23)c1N | 9.8 | -41.6 | ·
COc1ccc(Nc2nc3ccccc3c(=O)[nH]2)cc1 | 12.2 | -7.8 | -1.7
Cc1ccccc1NS(=O)(=O)c1cc(C(=O)Nc2ccccc2-c2ccccc2)ccc1Cl | 26.5 | -18.4 | 6.4
CCOC(=O)c1cc(-c2ccc(F)cc2)nc2c1c(=O)[nH]c(=O)n2Cc1ccccc1 | 15.8 | -4.1 | -0.6
N#Cc1ccc(NC(=O)C2=COCCO2)cc1 | 5.6 | -2.5 | 0.0
Cc1ccc(NS(=O)(=O)c2ccc3c(c2)NC(=O)CCS3)cc1C | 7.9 | -17.5 | 0.7
O=S(=O)(Nc1c(O)ccc2ccccc12)c1ccc(F)cc1 | 40.9 | -7.3 | -0.3
C[C@@H]1C(=O)O[C@H]2C[C@@]34[C@H]5C[C@@H](C(C)(C)C)[C@]36[C@@H](OC(=O)[C@@H]6O)O[C@@]4(C(=O)O5)[C@]21O | 11.6 | 0.6 | -0.9
COc1ccc([C@@H]2[C@@H]3C(=O)N(C(C)(C)C)C(=O)[C@@H]3[C@]3(C)C(=O)N(c4ccc(C)cc4)C(=O)N23)cc1 | 28.7 | -44.2 | -1.3
Cc1cc(F)c(F)c(C(=O)N2C(C)CCCC2C)c1Cl (stereo not drawn) | 16.8 | -25.4 | ·
COc1ccc(-c2noc(CCC(=O)N3CCN(c4ccccc4F)CC3)n2)cc1 | 10.7 | -18.5 | ·
CC(=O)N(c1ccc(C)cc1)c1nc(C)cc(C)c1C#N | 37.4 | -7.8 | 0.1
Fc1ccc(N2CCN(Cc3cn[nH]c3-c3ccccc3)CC2)cc1 | 12.3 | -3.4 | -1.2
S=C(NCc1ccco1)N1CCN(Cc2ccc(Cl)cc2Cl)CC1 | 10.1 | -14.8 | 1.1
CCOC(=O)c1cc2c(ccn2C)n1CC(=O)N1CCN(c2ccc(F)cc2)CC1 | 13.4 | -8.2 | -1.0
CCN(CC)Cc1cc(CCNC(=O)c2ccc(Cl)cc2)ccc1O | 4.1 | -18.8 | 0.3
COc1ccc(OC(=O)CN2C(=O)C3C4CCC(C4)C3C2=O)cc1 (stereo not drawn) | 3.2 | -10.0 | -0.7
Cc1cc(N/N=C/c2cccc(F)c2)nc(NCc2ccccc2)n1 | 11.3 | -28.2 | 0.5
Cc1ccc(N2C(=O)[C@@H]3[C@H](C2=O)C2c4ccccc4C=CN2[C@@H]3C(=O)c2ccco2)c(C)c1 (stereo partly drawn) | 15.1 | 7.6 | -1.2
CC12CCCC[C@@H]1CCC1C2CCC2(C)C1CC[C@@]2(O)CNCCO (stereo partly drawn) | -8.2 | -1.9 | -2.0
O=C(NCC1CCCN(C2Cc3ccccc3C2)C1)c1cccs1 (stereo not drawn) | 7.9 | -12.7 | -0.8
COC(=O)c1ccc2c(c1)N(C)CCS2 | 12.7 | -11.4 | -0.6
CCOC(=O)N=Nc1c(O)n(CC(=O)OC)c2ccccc12 | 23.5 | -21.4 | -1.6
C=CCn1c(=N)c(C(=O)NCCCOC)cc2c(=O)n3cccc(C)c3nc21 | 61.0* | -20.4 | -0.7
COC(=O)Cc1csc(NC(=O)CSc2nnc3ccccn23)n1 | 10.9 | -6.5 | -0.9
O=C(CN(C(=O)CNS(=O)(=O)c1ccc(F)cc1)c1cccc(F)c1)NCC1CCCO1 (stereo not drawn) | 18.7 | -21.4 | 0.1
Cc1cc(NC(=O)CCC(=O)N(Cc2ccco2)C(C(=O)NCC2CCCO2)c2ccncc2)no1 (stereo not drawn) | 15.4 | -2.6 | -1.5
Cc1ccc(C(=O)N/C(=C\c2ccccc2)C(=O)OCc2ccccc2)cc1 | 19.4 | -10.1 | ·
O=C(CN(Cc1ccccc1Cl)C(=O)c1csnn1)NC1CCCC1 | 14.9 | -9.2 | -1.9
Cc1ccc(CNC(=O)CCC(=O)N2CC(C)Oc3ccc(Cl)cc32)cc1 (stereo not drawn) | 14.8 | -35.6 | -2.2
O=C1CSC(=S)N1/N=C/c1c(F)cccc1F | 17.9 | -12.2 | -0.1

For convenience, part of the list above.
SMILES | OX1R antag-1 | OX1R antag-2 | STK33 inh
COc1ccc(OC(=O)CN2C(=O)C3C4CCC(C4)C3C2=O)cc1 (stereo not drawn) | 3.2 | -10.0 | -0.7
Cc1cc(N/N=C/c2cccc(F)c2)nc(NCc2ccccc2)n1 | 11.3 | -28.2 | 0.5
Cc1ccc(N2C(=O)[C@@H]3[C@H](C2=O)C2c4ccccc4C=CN2[C@@H]3C(=O)c2ccco2)c(C)c1 (stereo partly drawn) | 15.1 | 7.6 | -1.2
CC12CCCC[C@@H]1CCC1C2CCC2(C)C1CC[C@@]2(O)CNCCO (stereo partly drawn) | -8.2 | -1.9 | -2.0
O=C(NCC1CCCN(C2Cc3ccccc3C2)C1)c1cccs1 (stereo not drawn) | 7.9 | -12.7 | -0.8
COC(=O)c1ccc2c(c1)N(C)CCS2 | 12.7 | -11.4 | -0.6
CCOC(=O)N=Nc1c(O)n(CC(=O)OC)c2ccccc12 | 23.5 | -21.4 | -1.6
C=CCn1c(=N)c(C(=O)NCCCOC)cc2c(=O)n3cccc(C)c3nc21 | 61.0* | -20.4 | -0.7
COC(=O)Cc1csc(NC(=O)CSc2nnc3ccccn23)n1 | 10.9 | -6.5 | -0.9
O=C(CN(C(=O)CNS(=O)(=O)c1ccc(F)cc1)c1cccc(F)c1)NCC1CCCO1 (stereo not drawn) | 18.7 | -21.4 | 0.1
Cc1cc(NC(=O)CCC(=O)N(Cc2ccco2)C(C(=O)NCC2CCCO2)c2ccncc2)no1 (stereo not drawn) | 15.4 | -2.6 | -1.5
Cc1ccc(C(=O)N/C(=C\c2ccccc2)C(=O)OCc2ccccc2)cc1 | 19.4 | -10.1 | ·
O=C(CN(Cc1ccccc1Cl)C(=O)c1csnn1)NC1CCCC1 | 14.9 | -9.2 | -1.9
Cc1ccc(CNC(=O)CCC(=O)N2CC(C)Oc3ccc(Cl)cc32)cc1 (stereo not drawn) | 14.8 | -35.6 | -2.2
O=C1CSC(=S)N1/N=C/c1c(F)cccc1F | 17.9 | -12.2 | -0.1
